TAAR1 ag = agonists of human TAAR1; Q96RJ0; CHO RD-HGA16 TAAR1, Fluo-8 calcium fluorescence; vehicle wells 0%, saturating PEA agonist 100%; activation, % at 3 µM; 0.99% of 360,000 active; AID 624467;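 active means activation above the mean activation of all test compounds in the run plus 3 SD, cut at about 38% in these data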
Target sequence (Q96RJ0 whole entry, looked up): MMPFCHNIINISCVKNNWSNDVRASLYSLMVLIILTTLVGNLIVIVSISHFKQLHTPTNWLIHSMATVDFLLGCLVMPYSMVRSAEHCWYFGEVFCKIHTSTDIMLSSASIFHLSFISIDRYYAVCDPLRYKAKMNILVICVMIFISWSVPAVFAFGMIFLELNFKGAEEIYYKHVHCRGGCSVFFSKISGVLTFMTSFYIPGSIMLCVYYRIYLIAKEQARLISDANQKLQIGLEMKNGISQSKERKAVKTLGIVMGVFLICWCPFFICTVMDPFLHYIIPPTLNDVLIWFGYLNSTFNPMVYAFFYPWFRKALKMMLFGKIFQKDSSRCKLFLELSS
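Signal – calcium-sensitive Fluo-8 signal, excitation 470-495, emission 515-575 nm · System – RD-HGA16 (CHO) cells co-expressing Gα16 and hTAAR1 · Incubation – 17-24 h seeding, 75 min 37 °C dye, 30 min RT · Compound dosing – 3 µM single concentration · Repeats – no replicates (n 1)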
CHO-K1 Ca PAM = M1 PAM counterscreen hit in parental CHO-K1 cells | 0.02% of 360,000 active | ATP EC20, Fluo-8 calcium fluorescence; 0% at ATP EC20, 100% at ATP max | AID 602247 | activation, % at 3 µM;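 active means activation above the run cutoff, the mean activation of all test compounds plus 3 SD, cut at about 40% in these data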;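 further: peak over basal fluorescence ratio in a 140 s read after ATP addition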
TAAR1 antag = human TAAR1 antagonism; Q96RJ0; CHO RD-HGA16 TAAR1, Fluo-8 calcium fluorescence, antagonist; inhibition, % at 3 µM; 1.5% of 360,000 active;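 active means inhibition above a per-plate cutoff, the mean inhibition of test compounds on that plate plus 3 SD, cut at about 49% in these data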;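 further: 0% = DMSO plus EC80 beta-PEA response and 100% = DMSO alone without agonist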
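Material: CHO RD-HGA16 cells bearing hTAAR1; compound dosing: one-point dosing, 3 µM nominal final; schedule: dye loading 75 min at 37 °C, then 30 min room temperature; measured by: calcium fluorescence with Fluo-8; control set: vehicle and agonist controls; replication: n of 1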
CHO-K1 Ca antag = M1 antagonist counterscreen hit in parental CHO-K1 cells | ATP-induced calcium, Fluo-8 fluorescence | inhibition, % at 3 µM | 0.6% of 360,000 active;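 active means inhibition above a per-plate cutoff, the plate's mean sample inhibition plus 3 SD, cut at about 24% in these data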;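 further: 0% = DMSO plus EC80 ATP and 100% = DMSO alone without ATP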
M1 ag parental = M1 agonist counterscreen hit in parental CHO-K1 cells; Fluo-8 calcium fluorescence; scaled to maximal ATP response, vehicle zero; activation, % at 3 µM; 0.48% of 360,000 active; in the data active means activation above about 15%;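 further: untransfected CHO-K1 host cells lacking M1 receptor as counterscreen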
M1 ag = agonists of human M1 muscarinic receptor. P11229. CHO-K1 hM1, Fluo-8 calcium fluorescence, agonist mode; 0% DMSO, 100% acetylcholine EC100. activation, % at 3 µM. 0.33% of 360,000 active. AID 588814;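 active means activation above the run's mean compound activation plus 3 SD, cut at about 16% in these data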;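 further: peak over basal fluorescence ratio within a 140 s kinetic read after compound addition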
CHRM1 antagonist = human CHRM1 antagonism; inhibition, % at 3 µM; 1.3% of 360,000 active; CHO-K1 hM1, Fluo-8 calcium fluorescence, ACh EC80 antagonist; AID 588852; P11229;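 active means percent inhibition above its own plate's cutoff, namely the mean of that plate's compound wells plus 3 SD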;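 further: peak over basal fluorescence ratio during 140 s after agonist addition; 0% = ACh EC80 plus DMSO and 100% = DMSO alone without agonist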
OXTR potentiate = potentiates the human oxytocin receptor response. P30559. CHO-OTR cells, Fluo-8 calcium fluorescence, potentiator mode; 0% = oxytocin EC15, 100% = EC100. activation, % at 3 µM. 0.061% of 320,000 active;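 active means activation above that plate's cutoff, the mean activation of tested compounds plus 3 SD, cut at about 6.6% in these data, passing the limit was not always enough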;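 further: 100% uses oxytocin at 75 nM as the full agonist control; some results filed as inactive read as strong as hits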
Target sequence (P30559 whole entry, looked up): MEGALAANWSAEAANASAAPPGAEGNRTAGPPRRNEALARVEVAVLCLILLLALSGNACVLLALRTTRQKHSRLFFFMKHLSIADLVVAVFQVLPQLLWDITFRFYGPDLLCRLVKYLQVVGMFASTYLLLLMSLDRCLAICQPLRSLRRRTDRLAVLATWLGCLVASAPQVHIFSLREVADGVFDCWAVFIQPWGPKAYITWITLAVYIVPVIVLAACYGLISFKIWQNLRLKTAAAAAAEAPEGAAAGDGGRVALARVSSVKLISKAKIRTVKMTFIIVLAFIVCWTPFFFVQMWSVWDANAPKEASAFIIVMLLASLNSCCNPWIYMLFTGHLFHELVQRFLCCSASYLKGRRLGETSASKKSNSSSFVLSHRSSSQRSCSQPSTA
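Dosing: Single dose, 3.0 µM nominal final compound concentration | Material: Human OTR in CHO cells | Technique: Kinetic Fluo-8 calcium fluorescence | Benchmarks: EC15 oxytocin alone as 0%, 75 nM oxytocin as 100% | Probe or stimulus: Oxytocin at about EC15, sub-maximal agonist stimulus | Incubation: Compound 6 min at room temperature before oxytocin, 100 s read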
CHO parental Ca = signal in parental CHO cells, OX1R antagonist counter-screen | parental CHO-K1, ATP-induced calcium, Fluo-8 fluorescence | inhibition, % at 5.6 µM | 0.63% of 330,000 active | AID 463079;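 active means inhibition above that plate's mean sample inhibition plus 3 SD, cut at about 26% in these data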;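 further: 0% = ATP-challenged DMSO wells and 100% = DMSO wells without ATP; some compounds past the cut are filed as inactive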
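Assay system: untransfected parental CHO cell line. Also added: ATP agonist challenge. Dosing: one dose, 5.6 µM nominal. Measured by: Fluo-8 fluorescence. Read-out: % inhibition. Benchmarks: ATP wells versus no-ATP DMSO wells. Repeats: no replicates.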
* hit, by the source's call; . = not tested or not shown. Compounds were not picked by outcome; 4.2% or so of the library scored in one or more.

Every second line gives: TAAR1 ag, CHO-K1 Ca PAM, TAAR1 antag, CHO-K1 Ca antag, M1 ag parental, M1 ag, CHRM1 antagonist, OXTR potentiate, CHO parental Ca
#1 O=C(c1ccccc1)C1CN(Cc2ccccc2)CCC1(O)c1ccccc1 (stereo not drawn)
    10, -7, 4, -13, 0.6, -3, 5, -15, -11
#2 CCCCn1c2c(cc(C(=O)OC)c1=O)C(=O)CCC2
    1, 0, -26, -4, -0.1, -2, 1, ., .
#3 Cc1ccc(NC(=O)c2nccnc2C(=O)O)cc1C
    0, 23, -2, -4, 0.5, -5, 2, -2, 0
#4 CC(C)CC1=NN(C(=O)c2ccco2)C(O)(C(F)(F)F)C1 (stereo not drawn)
    4, 18, 11, -8, 0.2, -4, -2, 2, -10
#5 CC(=O)Nc1ccc(OC(=O)c2cccnc2)cc1
    1, 26, -8, -20, 0.7, -2, -13, -6, -1
#6 O=C(N/N=C/c1ccccc1Cl)c1nc2ccc([N+](=O)[O-])cc2c(=O)[nH]1
    7, 18, 3, -2, 0.8, -4, -14, -10, -4
#7 O=S(=O)(Oc1ccccc1C(=S)N1CCOCC1)c1ccc(Cl)cc1
    3, 4, -3, 7, 0.4, -6, -5, -13, -10
#8 CCOC(=O)C1(Cc2cccc(OC)c2)CCN(CC=C(C)C)CC1
    11, 17, 5, -8, 3.3, -6, 9, 4, -24
#9 O=S(=O)(NCc1c(Cl)cccc1Oc1ccccc1)c1ccc(F)cc1
    14, 7, 27, -12, 0.8, -3, 10, -8, 5
#10 COc1ccc(OCC(=O)N2CCN(C(=O)c3cccs3)CC2)cc1
    8, 19, -7, -5, 0.3, -1, -23, -8, -6

Part of the list above, set out differently:
(1) O=C(c1ccccc1)C1CN(Cc2ccccc2)CCC1(O)c1ccccc1 (stereo not drawn)
  TAAR1 ag: 10 | CHO-K1 Ca PAM: -7 | TAAR1 antag: 4 | CHO-K1 Ca antag: -13 | M1 ag parental: 0.6 | M1 ag: -3 | CHRM1 antagonist: 5 | OXTR potentiate: -15 | CHO parental Ca: -11
(2) CCCCn1c2c(cc(C(=O)OC)c1=O)C(=O)CCC2
  TAAR1 ag: 1 | CHO-K1 Ca PAM: 0 | TAAR1 antag: -26 | CHO-K1 Ca antag: -4 | M1 ag parental: -0.1 | M1 ag: -2 | CHRM1 antagonist: 1 | OXTR potentiate: . | CHO parental Ca: .
(7) O=S(=O)(Oc1ccccc1C(=S)N1CCOCC1)c1ccc(Cl)cc1
  TAAR1 ag: 3 | CHO-K1 Ca PAM: 4 | TAAR1 antag: -3 | CHO-K1 Ca antag: 7 | M1 ag parental: 0.4 | M1 ag: -6 | CHRM1 antagonist: -5 | OXTR potentiate: -13 | CHO parental Ca: -10
(10) COc1ccc(OCC(=O)N2CCN(C(=O)c3cccs3)CC2)cc1
  TAAR1 ag: 8 | CHO-K1 Ca PAM: 19 | TAAR1 antag: -7 | CHO-K1 Ca antag: -5 | M1 ag parental: 0.3 | M1 ag: -1 | CHRM1 antagonist: -23 | OXTR potentiate: -8 | CHO parental Ca: -6

(further entries)
Every second line gives: TAAR1 ag, CHO-K1 Ca PAM, TAAR1 antag, CHO-K1 Ca antag, M1 ag parental, M1 ag, CHRM1 antagonist, OXTR potentiate, CHO parental Ca
#11 O=C(CSc1nnnn1C1CC1)N1CCN(c2ccccc2F)CC1
    5, -3, -1, -17, 0.2, -5, -10, -3, -9
#12 CCN(CC)CCNC(=O)Cn1cnc2sc(C)c(S(=O)(=O)N3CCN(c4ncccn4)CC3)c2c1=O
    7, 2, -6, 2, -0.6, -13, 4, -8, -15
#13 COCCN(C(=O)COC(=O)c1oc2ccc(OC)cc2c1C)c1c(N)n(Cc2ccccc2)c(=O)[nH]c1=O
    1, -7, -16, -9, 0.4, -2, -1, -11, -19
#14 CC1CCCCC1NC(=O)c1ccc(S(=O)(=O)NCc2ccco2)cc1 (stereo not drawn)
    0, 18, -20, -24, 1.6, -4, -1, -4, -7
#15 CCCC(=O)Nc1nc(-c2ccc3c(c2)OCCO3)cs1
    1, -10, 4, 1, 1.0, -1, -5, -7, -14
#16 O=C(COc1ccc(Cl)cc1Cl)N1CCCN(C(=O)COc2ccc(Cl)cc2Cl)CC1
    23, 15, 27, -7, 1.8, -2, -5, -24, -20
#17 Cc1c(N2CCCCC2)[nH]c2ccccc12
    2, 0, -11, -4, 0.6, -8, -2, ., .
#18 Cc1ccc(C(=O)Nc2c(C)cc(C)c3cccnc23)cc1
    5, 7, -2, -6, 0.8, -4, 0, -1, -17
#19 COc1cccc(CN(C)Cc2cc(=O)oc3c(C)c(C)ccc23)c1
    2, 0, 13, -9, 7.9, 1, -11, ., .
#20 CCOC(=O)CSc1nc(C(C)(C)C)nc2ccccc12
    3, 3, -1, -10, -0.2, -5, 6, -6, -27

The listing continues.
Every second line gives: TAAR1 ag, CHO-K1 Ca PAM, TAAR1 antag, CHO-K1 Ca antag, M1 ag parental, M1 ag, CHRM1 antagonist, OXTR potentiate, CHO parental Ca
#21 COc1ccc(CN(C)C(=O)c2ccccc2Sc2ccccc2C#N)cc1OC
    9, 24, 42, -3, 9.7, 0, 10, -7, -14
#22 Cc1cc(C)cc(S(=O)(=O)Cc2noc(C(=O)NCc3ccccc3)c2C(=O)NCc2ccccc2)c1
    17, 7, -15, -15, 0.9, -3, 3, 1, -15
#23 CCOC(=O)Nc1ccc2c(c1)nc(CN1CCN(C(C)=O)CC1)n2C
    -2, 27, 13, -24, 0.7, -6, -7, -11, 2
#24 CCCCC[C@H]1CN(C2CCCCC2)C(=O)[C@@H]1CC(=O)NCc1ccccc1
    21, 10, 18, -18, 1.7, -5, -3, -3, -28
#25 COC(=O)c1ccccc1NC(=O)CN(C)S(=O)(=O)c1ccc(OC)c(C)c1
    6, -3, 7, -4, 1.9, -10, -1, -10, -27
#26 CCOC(=O)C1Cc2c([nH]c3ccccc23)C(C)N1 (stereo not drawn)
    2, 9, 2, -6, 3.4, 1, -19, 0, -5
#27 O=C(COC(=O)CCC(=O)c1ccccc1)Nc1nnc(-c2ccccc2)o1
    1, 9, -1, 0, 1.5, -2, -16, -11, -8
#28 O=C(N/C(=C\c1ccco1)C(=O)N1CCC(O)CC1)c1ccccc1
    5, 1, 12, -4, 1.9, -4, -6, -7, 2
#29 COc1ccc(NC(=O)CCNS(=O)(=O)c2ccccc2F)cc1S(N)(=O)=O
    1, 16, -1, -13, 0.3, -2, -6, -10, -2
#30 Cn1c(=O)c2c(nc(N3CCN(c4ccccn4)CC3)n2Cc2ccccc2Cl)n(C)c1=O
    10, -9, 20, -9, 0.3, -2, -13, -2, -8

Look-ups from the list.
Reading for cpd 12 under CHO parental Ca: -15
Reading for cpd 14 under OXTR potentiate: -4
Reading for cpd 1 under CHO-K1 Ca antag: -13
Reading for cpd 27 under OXTR potentiate: -11
Reading for cpd 2 under M1 ag parental: -0.1
Reading for cpd 17 under CHO-K1 Ca antag: -4
Reading for cpd 6 under CHO-K1 Ca antag: -2

Other structures follow.
Every second line gives: TAAR1 ag, CHO-K1 Ca PAM, TAAR1 antag, CHO-K1 Ca antag, M1 ag parental, M1 ag, CHRM1 antagonist, OXTR potentiate, CHO parental Ca
#31 CCCCc1nc2ccccc2[nH]1
    0, -10, 0, 3, 0.1, -4, 5, -7, -9
#32 O=C(CCC(=O)Nc1ccc(F)cc1)N/N=C/c1ccc(O)cc1
    4, -6, -12, -5, 0.0, 1, -7, 2, -11
#33 CCCOC(=O)c1ccc(NC(=O)c2ccccc2[N+](=O)[O-])cc1
    1, -15, -18, 3, 1.2, -2, 24, -13, -11
#34 Cc1ccc(NC2CC(C)NC(=S)N2)cc1 (stereo not drawn)
    3, 4, -38, -6, 2.1, -2, 3, -3, -7
#35 COC(=O)Nc1ccc(S(=O)(=O)N2CCC(Cc3ccccc3)CC2)cc1
    8, 2, 17, 16, 0.1, 1, -8, -21, 45*
#36 COC(=O)c1ccc(/C=N/NC(=O)CNc2cccc(C)c2)cc1
    2, 22, -2, -9, 0.5, -5, 4, -9, 1
#37 CCc1ccc2[nH]c(=O)c(C(c3nnnn3CC3CCCO3)N3CCN4CCCC4C3)cc2c1 (stereo not drawn)
    -1, 29, -1, -17, 1.3, -9, -5, -8, -7
#38 O=C(C1=C[C@H](c2ccc(C(F)(F)F)cc2)C[C@H](OCCCCO)O1)N1CCN(Cc2ccccc2)CC1
    1, 1, 4, -12, 0.3, -4, -5, 0, -9
#39 O=C(Nc1cccc(C(=O)O)c1)/C(=C/c1ccc([N+](=O)[O-])cc1)NC(=O)c1ccccc1
    9, -11, -4, 3, -0.1, -3, 3, -1, 3
#40 COc1cccc(SCc2noc(C(=O)NCc3ccccc3)c2C(=O)NCc2ccccc2)c1
    13, 10, 2, -9, 0.3, -1, -7, 5, -7

Remaining list, next part:
Every second line gives: TAAR1 ag, CHO-K1 Ca PAM, TAAR1 antag, CHO-K1 Ca antag, M1 ag parental, M1 ag, CHRM1 antagonist, OXTR potentiate, CHO parental Ca
#41 O=c1c(CN2CCN(Cc3ccccc3)CC2)coc2ccc(Cl)cc12
    10, 15, -6, -10, 0.9, -8, 2, -2, -6
#42 COc1ccccc1C(=O)Nc1ccc(N2CCCCC2)cc1
    2, 19, 4, -22, 0.7, -5, -8, -14, -19
#43 COC(=O)c1ccccc1NC(=O)CSc1[nH]c(=O)cc(C)c1C#N
    13, -6, -1, 2, -0.5, -6, 1, -2, 1
#44 CN(CC(=O)N1CCc2ccccc21)S(=O)(=O)c1ccc(Cl)cc1
    0, 6, -11, -5, 0.1, -8, -9, 3, -3
#45 Cc1ccc(S(=O)(=O)N2CCCC(C(=O)NCC3COCCO3)C2)cc1 (stereo not drawn)
    10, 18, -6, -6, 0.5, -4, -3, -15, -18
#46 COCCNC(=O)C1CCCN(Cc2cccc(Cl)c2)CC1 (stereo not drawn)
    ., 22, ., -9, 1.2, -6, -13, ., .
#47 Cc1ccc(S(=O)(=O)N/N=C/c2c[nH]c3ccccc23)cc1
    1, 5, 19, 1, 6.0, -2, -4, -8, 1
#48 CSc1nc(N2CCOCC2)c2ccccc2n1
    1, 9, -2, -4, 0.2, -3, 3, 0, -8
#49 NC(=O)[C@@H]1CCCN1C(=O)[C@@H](Cc1cnc[nH]1)NC(=O)[C@@H]1CCC(=O)N1
    4, -14, -16, -8, 9.1, 12, -3, 4, -2
#50 CC(=O)NCCNC(=O)C1(C)Cc2c(-c3cccc(C(N)=O)c3)ccnc2O1 (stereo not drawn)
    1, 10, -13, -13, 0.1, 0, -23, ., .
